Bioassay records as filed in PubChem.
NRP1-CendR mod: modulators of CendR peptide binding to NRP-1, primary screen, biochemical, fluorescence polarization, uHTS; inhibition, % at 25 µM; FAM-RPARPAR peptide binding to NRP-1; hit rate 0.85% among 360,000; AID 602438, 2012; Neuropilin-1 (Homo sapiens), O14786;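 active = inhibition or corrected inhibition above about 18%, plus a signal ratio from 0.5 to 1.5, limit read from the data, passing the limit was not always enough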; note: strong numbers were not always called active
SKN-1 inh: suppressors of acrylamide-induced Pgst-4::GFP reporter in worms, primary screen, SKN-1 inhibitor project, whole organism, uHTS, GFP/RFP fluorescence ratio, strain VP596. hit rate 0.49% among 360,000. C. elegans VP596 Pgst-4::GFP/RFP ratio, 24 h. inhibition, % at 21.8 µM;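 active = interference check ratio from 0.5 to 1.5 plus GFP to RFP signal ratio inhibition reaching or exceeding a fixed threshold, cut at about 30% in these data, passing the limit was not always enough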; note: some compounds called inactive have numbers as strong as hits
MLLE-PAM2 inh: inhibitors of PABP1 MLLE–PAM2 peptide binding, primary screen, biochemical, fluorescence polarization, FITC-PAM2, GST-MLLE; Polyadenylate-binding protein 1 (Homo sapiens), P11940; inhibition, % at 20 µM; hit rate 0.36% among 360,000; AID 588489, 2011; in the data active = inhibition above about 35%, passing the limit was not always enough;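 note: plate controls were DMSO wells with GST-MLLE for no effect and wells lacking GST-MLLE protein for full effect; some results filed as inactive read as strong as hits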
Neddylation inh: inhibitors of cullin neddylation, primary screen, biochemical, TR-FRET, uHTS, NAE and Ubc12. calls only at 25 µM. hit rate 0.58% among 360,000; in the data active = inhibition above about 36%
eLon inh: inhibitors of E. coli Lon protease, primary screen, biochemical, fluorescence polarization. hit rate 0.42% among 360,000. P0A9M0. purified E. coli Lon protease. inhibition, % at 7.94 µM. AID 602123, 2011; in the data active = inhibition above about 13%, passing the limit was not always enough;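 note: 0% = enzyme with probe and DMSO and 100% = no enzyme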
bovine MsrA act: bovine MsrA enzyme activators, primary screen, biochemical, absorbance, HTS; purified bovine MsrA, absorbance read-out; activation, % at 10.6 µM; hit rate 0.3% among 360,000; AID 602163, 2012; in the data active = activation above about 7.5%;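 note: 0% = vehicle and 100% = reference activator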
FAS-TE inh: FAS thioesterase domain inhibitors, primary screen, biochemical, fluorescence intensity, uHTS; Fatty acid synthase (Homo sapiens), P49327; recombinant FAS-TE, OMFH fluorogenic substrate, fluorescence endpoint; inhibition, % at 15 µM; hit rate 0.67% among 360,000; AID 602261, 2012;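 active = compounds whose normalised, plate-corrected inhibition of enzyme fluorescence in the single-dose primary screen is 50% or more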;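 note: 0% = DMSO with enzyme and 100% = substrate without enzyme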
Target sequence (P49327 whole entry, looked up, the tested form may be a part): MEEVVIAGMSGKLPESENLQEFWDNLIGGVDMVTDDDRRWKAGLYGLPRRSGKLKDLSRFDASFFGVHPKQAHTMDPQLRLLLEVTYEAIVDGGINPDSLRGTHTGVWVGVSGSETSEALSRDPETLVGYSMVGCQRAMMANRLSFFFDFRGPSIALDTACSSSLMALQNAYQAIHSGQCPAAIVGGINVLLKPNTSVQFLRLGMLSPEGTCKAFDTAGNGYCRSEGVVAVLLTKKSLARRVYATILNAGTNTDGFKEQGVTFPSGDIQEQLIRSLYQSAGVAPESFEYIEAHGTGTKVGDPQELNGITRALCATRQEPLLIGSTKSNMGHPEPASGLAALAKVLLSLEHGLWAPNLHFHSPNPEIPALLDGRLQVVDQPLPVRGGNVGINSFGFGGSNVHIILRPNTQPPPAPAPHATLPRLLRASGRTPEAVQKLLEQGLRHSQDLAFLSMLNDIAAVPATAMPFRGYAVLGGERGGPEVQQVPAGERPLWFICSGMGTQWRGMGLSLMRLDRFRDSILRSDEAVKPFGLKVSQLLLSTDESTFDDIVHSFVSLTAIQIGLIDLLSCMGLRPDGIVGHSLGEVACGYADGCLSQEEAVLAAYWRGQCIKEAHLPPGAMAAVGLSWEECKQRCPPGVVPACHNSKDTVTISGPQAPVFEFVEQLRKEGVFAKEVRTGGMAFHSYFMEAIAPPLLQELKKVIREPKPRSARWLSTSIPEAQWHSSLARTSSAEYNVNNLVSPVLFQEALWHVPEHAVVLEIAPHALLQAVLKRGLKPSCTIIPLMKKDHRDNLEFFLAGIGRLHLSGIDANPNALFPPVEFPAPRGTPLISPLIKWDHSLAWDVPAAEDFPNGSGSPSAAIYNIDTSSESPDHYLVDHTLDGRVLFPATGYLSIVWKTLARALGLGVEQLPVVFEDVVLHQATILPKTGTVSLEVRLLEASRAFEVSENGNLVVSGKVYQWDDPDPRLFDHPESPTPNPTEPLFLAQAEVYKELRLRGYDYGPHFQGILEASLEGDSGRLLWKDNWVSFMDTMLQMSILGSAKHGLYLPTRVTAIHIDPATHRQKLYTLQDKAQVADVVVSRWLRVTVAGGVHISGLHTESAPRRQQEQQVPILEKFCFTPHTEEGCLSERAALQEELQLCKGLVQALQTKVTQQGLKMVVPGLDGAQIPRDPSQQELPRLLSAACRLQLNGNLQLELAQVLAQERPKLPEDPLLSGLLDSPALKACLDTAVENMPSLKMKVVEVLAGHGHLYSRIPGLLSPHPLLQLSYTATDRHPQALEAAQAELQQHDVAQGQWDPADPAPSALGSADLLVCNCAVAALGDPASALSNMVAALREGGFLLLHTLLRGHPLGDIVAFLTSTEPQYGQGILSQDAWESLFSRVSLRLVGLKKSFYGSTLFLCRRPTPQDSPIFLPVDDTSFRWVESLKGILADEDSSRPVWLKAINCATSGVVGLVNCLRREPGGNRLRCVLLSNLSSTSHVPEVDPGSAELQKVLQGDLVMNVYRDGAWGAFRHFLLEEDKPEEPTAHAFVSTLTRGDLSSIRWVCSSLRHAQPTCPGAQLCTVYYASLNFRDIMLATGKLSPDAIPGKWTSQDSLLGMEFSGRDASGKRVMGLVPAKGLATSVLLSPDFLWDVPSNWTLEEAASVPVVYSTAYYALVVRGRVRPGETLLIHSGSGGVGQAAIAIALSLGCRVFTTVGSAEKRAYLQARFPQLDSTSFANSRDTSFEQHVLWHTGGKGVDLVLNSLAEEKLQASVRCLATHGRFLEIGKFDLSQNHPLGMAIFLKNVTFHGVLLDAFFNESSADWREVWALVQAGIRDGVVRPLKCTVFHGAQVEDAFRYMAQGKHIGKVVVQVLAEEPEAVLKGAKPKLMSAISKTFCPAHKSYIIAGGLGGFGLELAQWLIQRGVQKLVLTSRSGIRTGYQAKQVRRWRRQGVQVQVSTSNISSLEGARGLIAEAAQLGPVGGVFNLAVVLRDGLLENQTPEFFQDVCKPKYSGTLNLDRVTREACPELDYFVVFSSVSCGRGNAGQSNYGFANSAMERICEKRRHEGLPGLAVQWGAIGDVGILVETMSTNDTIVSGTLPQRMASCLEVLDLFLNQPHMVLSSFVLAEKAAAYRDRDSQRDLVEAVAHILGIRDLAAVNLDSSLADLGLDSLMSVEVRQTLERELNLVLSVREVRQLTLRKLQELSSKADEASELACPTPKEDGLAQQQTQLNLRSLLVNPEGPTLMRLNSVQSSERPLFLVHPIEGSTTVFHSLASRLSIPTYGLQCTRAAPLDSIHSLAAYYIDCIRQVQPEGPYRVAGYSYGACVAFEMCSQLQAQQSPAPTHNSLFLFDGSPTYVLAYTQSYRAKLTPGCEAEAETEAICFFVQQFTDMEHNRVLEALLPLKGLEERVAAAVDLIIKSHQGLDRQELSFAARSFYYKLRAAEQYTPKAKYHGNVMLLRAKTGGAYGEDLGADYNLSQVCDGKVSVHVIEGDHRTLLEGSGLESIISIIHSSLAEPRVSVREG
Rin1 Abl inh: inhibitors of Rin1-Abl protein binding, primary screen, biochemical, TR-FRET; hit rate 0.4% among 360,000; inhibition, % at 7.35 µM; AID 588664, 2011; Tyrosine-protein kinase ABL1 (Homo sapiens) + Ras and Rab interactor 1 (Homo sapiens), …; in the data active = inhibition above about 5%, passing the limit was not always enough
MT1-MMP act inh: blockers of MT1-MMP proenzyme processing, primary screen, HT1080 RFP-PRO-GFP cells, GFP/RFP fluorescence; Matrix metalloproteinase-14 (Homo sapiens), P50281; GFP/RFP ratio fluorescence, overnight; percent of plate control window, DMSO zero; GFP/RFP ratio change, % at 20 µM; hit rate 0.061% among 360,000;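 active = GFP/RFP ratio change of at least 30% with cell ATP level not reduced by more than half and red fluorescence within 50% of control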; note: strong numbers were not always called active
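Test system: HT1080 RFP-PRO-GFP cells; Benchmarks: DMSO and RFP-L50D-GFP cell wells; Timing: cells overnight before dosing, compound overnight, 37 °C, 5% CO2; Compound: one 20 µM compound dose with 1% DMSO; Read-out: GFP/RFP fluorescence ratio.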
Numbers without * were called inactive; i = inactive; x = not tested or not shown.

Below each SMILES: NRP1-CendR mod	SKN-1 inh	MLLE-PAM2 inh	Neddylation inh	eLon inh	bovine MsrA act	FAS-TE inh	Rin1 Abl inh	MT1-MMP act inh
C[C@H](CO)N1C[C@H](C)[C@@H](CN(C)Cc2ccc(Cl)c(Cl)c2)Oc2c(NS(=O)(=O)c3cn(C)cn3)cccc2C1=O
→ 4	-13	15	i	-10	-1	-5	2	-1
CSCCC(NS(=O)(=O)/C=C/c1ccccc1)C(=O)N1CCC(C)CC1 (configuration not stated)
→ 7	-5	7	i	-2	-3	-3	-1	-8
Cc1[nH]c(C)c(S(=O)(=O)NCc2ccc(F)cc2)c1C(=O)N1CCCCC1
→ -4	9	-2	i	-3	-2	-6	0	-1
COCCN(Cc1cc2cc(C)ccc2n2nnnc12)C(=S)Nc1ccccc1C
→ 4	-7	-71	i	0	-8	12	-12	-1
O=C(Nc1ccc(F)cc1)C(c1ccccc1)N1CCN(S(=O)(=O)c2ccc3ccccc3c2)CC1 (configuration not stated)
→ -9	-2	-19	i	6	-10	86*	-1	-12
Cc1ccc(S(=O)(=O)N2CCN(C(=O)c3ccccc3OCc3c(C)noc3C)CC2)cc1
→ -1	-7	2	i	-10	-6	-2	4	-1
O=C(NCCCN1CCOCC1)C1(c2ccccc2)CCOCC1
→ -11	18	-1	i	3	-3	-8	1	-3
CCCC(=O)NC(c1ccc(N(C)C)cc1)c1ccc2cccnc2c1O (configuration not stated)
→ 7	-3	-1	i	0	-9	9	5	12
O=C(Nc1ccccc1)c1ccccc1NC(=O)[C@H]1CCCC[C@H]1C(=O)O
→ 4	-6	7	i	-6	-4	-2	-4	2
OC(COc1c(F)cc(Br)cc1F)CN1CCN(c2ccc(F)cc2)CC1 (configuration not stated)
→ -10	-13	8	i	8	-2	4	1	1
CC1CN(C(=S)NC(=O)c2ccccc2)CC(C)O1 (configuration not stated)
→ 12	-1	-7	i	-2	-3	-7	-1	1
Cc1onc(-c2ccccc2Cl)c1C(=O)N1CC(C)OC(C)C1 (configuration not stated)
→ 8	10	-8	i	-9	5	-6	4	0
O=c1[nH]c(=S)[nH]nc1Cc1ccccc1
→ 0	-27	26	i	-1	3	-7	-2	2
COC(=O)COc1ccc(S(=O)(=O)NCc2ccc3c(c2)OCO3)cc1C
→ 5	22	3	i	4	-1	0	0	0
COc1ccc(CC(=O)N/N=C/c2cccnc2)cc1OC
→ 0	-17	-1	i	7	-12	-6	5	3
O=C(c1cccc(Cl)c1)N1CCn2c1nc1ccccc12
→ 0	-20	22	i	3	-4	-4	-1	2
CN(CC(=O)Nc1ccc(F)cc1)C(=O)CN1C(=O)NC2(CCCC2)C1=O
→ 12	4	-23	i	2	-11	-6	5	14
NS(=O)(=O)c1cccc(NC(=O)COC(=O)C2CCN(S(=O)(=O)c3cccs3)CC2)c1
→ -8	7	-15	i	-5	-3	-5	-5	3
COc1ccccc1CNC(=O)c1cc(C2CC2)nc2c1cnn2C(C)C
→ 5	2	-6	i	-19	-4	14	0	-3
COc1cc(C(=O)OCC(=O)NC2CCS(=O)(=O)C2)ccc1OCc1c(C)noc1C (configuration not stated)
→ -8	9	-35	i	-4	-4	-8	1	-1
CCOc1ccccc1Nc1nnc(SCC(=O)NC2CC2)s1
→ -6	1	-3	i	-7	-3	-5	1	-2
C=CCN(c1ccccc1C(=O)NCC(=O)O)S(=O)(=O)c1ccc(C)cc1
→ -10	0	-11	i	4	3	-5	2	-1
O=C1/C(=N\S(=O)(=O)c2cccs2)C([n+]2ccccc2)=C([O-])c2ccccc21
→ 124	80	12	i	-5	-1	-1	-6	-9
O=C(Nc1ccccc1Cl)C1C2CCCCC21 (configuration not stated)
→ 6	14	-14	i	-6	-1	2	1	0
CCC(CC)C(=O)N1CCN(c2ccccc2)CC1
→ 1	8	-1	i	-5	2	-2	2	0
Cc1[nH]c2ccccc2c1CCC(N)=O
→ 15	7	11	i	7	-4	-8	-2	-2
COc1ccc(OC(F)(F)F)cc1CC1(C)C(=O)Nc2cccc(Cl)c21 (configuration not stated)
→ 5	1	-4	i	-10	-1	23	-2	7
Fc1ccccc1-c1nc(N2CCCCC2)c2ccccc2n1
→ -10	8	-1	i	3	0	15	0	-3
CN(CCC#N)C(=O)COC(=O)c1ccc2[nH]c3c(c2c1)CCCC3
→ 0	-10	-6	i	2	-2	-2	3	8
CCOC(=O)c1c(NC(=O)C(C)Sc2cn(C)c3ccccc23)sc2c1CCC2 (configuration not stated)
→ -17	-13	13	i	-4	2	23	2	-6

Below each SMILES: NRP1-CendR mod	SKN-1 inh	MLLE-PAM2 inh	Neddylation inh	eLon inh	bovine MsrA act	FAS-TE inh	Rin1 Abl inh	MT1-MMP act inh
O=C(CNS(=O)(=O)c1ccccc1)N/N=C/c1ccncc1
→ 5	-3	6	i	-12	-4	-8	1	-2
Cc1ccc(CNC(=O)CCCNS(=O)(=O)c2cccc3nonc23)cc1
→ 3	-3	0	i	5	4	-1	1	14
COc1cc(NC(=O)CCN2CCN(C/C=C/c3ccccc3)CC2)cc(OC)c1
→ 1	16	-7	i	-2	6	0	0	1
CC1(C)Oc2ccc(C(=O)N3CCCCC3)cc2N(CC(=O)NCc2ccccc2)C1=O
→ 3	-10	-4	i	-13	-1	-4	-1	-4
COc1ccc2sc(NC(C)=O)nc2c1
→ 1	-14	-76	i	-4	-9	-6	2	10
CC12CCC(=O)N1C(C(=O)NNC(=O)COc1ccccc1Cl)CS2 (configuration not stated)
→ -6	9	-2	i	1	-4	-3	5	2
CC1Cc2ccccc2N1C1=CC(=O)CC(C)(C)C1 (configuration not stated)
→ 4	-11	2	i	-4	-4	-7	6	-5
Cc1nn2c(-c3cccnc3)ccnc2c1-c1ccccc1
→ 4	1	5	i	-7	-1	5	-1	1
Cc1ccc(C2CC(=O)C=C(O)C2)cc1 (configuration not stated)
→ 0	3	-5	i	4	1	-3	-3	-1
O=C(NNc1c(Cl)cccc1Cl)c1sccc1Cl
→ 1	-1	6	i	5	-4	2	0	0
O=C(NCc1ccco1)C1CC(=O)N(c2cccc(Cl)c2)C1 (configuration not stated)
→ -5	-5	-8	i	-6	1	-2	1	0
NS(=O)(=O)c1ccc2nc(NC(=O)c3ccc4c(c3)OCCO4)sc2c1
→ 7	18	6	i	1	-4	-5	-67	2
CC1CCC(C(C)C)C(OCC(O)CN2CCOCC2)C1 (configuration not stated)
→ 2	9	0	i	-3	-11	-11	-2	-5
CC(C)Sc1ncnc2c1cnn2-c1ccccc1
→ 1	29	4	i	1	1	3	0	1
Cc1c(C(=O)OCC(=O)Nc2c(C)n(C)n(-c3ccccc3)c2=O)oc2ccccc12
→ -6	0	-10	i	-6	-2	9	-4	0
CCOCC(=O)Nc1cc(OC)c(Cl)cc1OC
→ -6	2	14	i	2	-1	-4	-4	-1
CCCS(=O)(=O)N1CCN(CC2CC=CCC2)CC1 (configuration not stated)
→ 13	7	3	i	0	-8	-5	-1	2
Cc1cc(=O)oc2cc(OCC(=O)Nc3cccnc3)ccc12
→ 8	-8	4	i	-9	-4	-1	2	4
COc1ccc(C(=O)O)cc1S(=O)(=O)NC(C)C12CC3CC(CC(C3)C1)C2 (configuration not stated)
→ -8	-6	2	i	-8	-1	1	-2	3
CCCc1nn2c(=O)cc(CSCC(=O)Nc3cccc(C)c3)nc2s1
→ 1	14	4	i	-6	-2	-3	-2	1
COCCNC(=O)COC(=O)c1ccc(OCC(=O)Nc2ccccc2OC)c(OC)c1
→ 7	-1	6	i	-6	-8	-40	3	0
COc1cccc(-n2cnc3cccc(N)c32)c1
→ 10	-4	4	i	-3	-11	-9	-1	5
O=C(c1ccc(S(=O)(=O)Cc2ccccc2F)c([N+](=O)[O-])c1)N1CCCCCC1
→ 3	0	-1	i	-2	-8	7	-5	-3
COCCNC(=O)c1ccc2c(c1)CCN2S(C)(=O)=O
→ 6	2	-3	i	-6	-3	-4	0	1
CC(=O)NS(=O)(=O)c1ccc(NC(=O)CCc2ccccc2)cc1
→ -2	6	-11	i	-7	-1	-10	-3	1
COc1ccc(C(CCN(Cc2ccc(OC)c(OC)c2)C(C)=O)c2ccccc2)cc1 (configuration not stated)
→ -1	2	-4	i	-5	-2	31	4	-7
Cc1c(C(=O)O)sc2nc3n(c(=O)c12)CCCCC3
→ 1	3	-14	i	-7	2	-1	0	2
O=C(NCc1ccccc1)c1cc2ccc(O)cc2oc1=O
→ -3	18	1	x	-4	-1	-5	0	0
O=C(OCC(=O)N1CCC(Cc2ccccc2)CC1)c1ccc(O)cc1
→ -8	-1	2	i	1	-2	1	0	0
CCC(CC)C(=O)N(C)c1c(C)nc2c(OCCOc3ccc(F)cc3)cccn12
→ -1	0	-1	i	-4	0	-5	2	4

Single values from the entries so far:
O=C(CNS(=O)(=O)c1ccccc1)N/N=C/c1ccncc1 – NRP1-CendR mod = 5
CN(CC(=O)Nc1ccc(F)cc1)C(=O)CN1C(=O)NC2(CCCC2)C1=O – MLLE-PAM2 inh = -23
Cc1ccc(C2CC(=O)C=C(O)C2)cc1 (configuration not stated) – MLLE-PAM2 inh = -5

(cont.)
Below each SMILES: NRP1-CendR mod	SKN-1 inh	MLLE-PAM2 inh	Neddylation inh	eLon inh	bovine MsrA act	FAS-TE inh	Rin1 Abl inh	MT1-MMP act inh
CCOc1ccccc1Nc1nc(-c2sc(NC(=O)c3cccc(Cl)c3)nc2C)cs1
→ -9	15	-18	i	-4	-3	23	2	14
CC(C)N(C(=O)CSc1nnc(C2CC2)n1C1CC1)c1ccccc1
→ 3	4	-14	i	0	-8	-7	2	1
COC(=O)CNC(=O)C1Cc2ccccc2CN1S(=O)(=O)c1cccs1 (configuration not stated)
→ 2	-1	-11	i	-1	-6	-7	4	0
O=C(Cn1c(C(=O)N2CCN(C3CCCC3)CC2)cc2sccc21)c1ccccc1
→ 4	1	-2	i	-3	0	2	1	0
c1ccc(Nc2cccc(Nc3ccccc3)c2)cc1
→ -6	10	15	i	-4	0	38	0	6
COc1ccc(NC(=O)c2cc(-c3cccnc3)nc3c(C)c(C)ccc23)c(OC)c1
→ -13	1	-1	i	-4	-3	18	-2	-5
CC(=O)Oc1ccc2c(C)cc(=O)[nH]c2c1
→ 15	-2	8	x	-10	-3	-7	-2	-6
O=C(NCCCCNC(=O)c1ccccc1Cl)c1ccccc1Cl
→ 4	19	-7	i	-3	-1	-2	0	3
COc1ccc(C(=O)NC(CCSC)C(=O)N2CCCCCC2)cc1 (configuration not stated)
→ 11	-3	3	i	2	-9	-5	-4	-5
CCOC(=O)c1ccc(NC(=O)CN2CCc3ccccc3C2)cc1
→ 38*	-13	13	i	-8	-11	3	5	-1
O=C(NNC(=S)Nc1ccc(Br)cc1Cl)c1ccco1
→ -8	1	-57	i	-1	1	-6	4	x
CCOC(=O)c1cccc(NC(=O)CCCn2c(=O)c3cccn3c3cccnc32)c1
→ 1	11	14	i	-2	-3	5	2	1
COc1ccc(CCNC(=O)CCCn2c(=O)[nH]c3cc(OC)c(OC)cc3c2=O)cc1OC
→ 8	7	1	i	5	-1	-7	-2	2
O=C(C1=C(O)C(=O)N(CCN2CCOCC2)C1c1cccs1)c1cc2ccccc2o1 (configuration not stated)
→ -16	6	-1	i	-12	-2	2	0	5
